TR SRC2 fluor cs: alters Texas Red total fluorescence, flagging assay interference. TRb/SRC2 Texas Red total fluorescence interference. Potency, µM (top dose mostly 106 µM), for inactives: at the highest dose fluorescence change, negative = quenching. actives 0.29% (n = 280,000). AID 1479; active = well fitted curve in either direction with a large enough effect; inconclusive = small, poorly fitted or top-dose-only effect; note: potency is the fitted concentration of half-maximal effect; % is set by controls: 0 for no effect and ±100 for the full control effect
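Human TRβ ligand-binding domain (0.6 uM) and Texas Red SRC2 peptide (20 nM) in Tris buffer with 1 uM T3 and 5% DMSO were incubated with pinned compound for 5 hr at ambient temperature. Total fluorescence was computed as S + 2P (555/632 nm).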
NPSR antag: antagonists of human neuropeptide S receptor cAMP signaling; Potency, µM (top dose mostly 38.3 µM), for the others: at the top dose activity change, negative = inhibition, hits mostly inhibitors; CHO-NPSR cells, cAMP TR-FRET, antagonist mode; AID 1461; actives 1% (n = 220,000); note: potency is the fitted concentration of half-maximal effect; % is set by controls: 0 for no effect and ±100 for the full control effect; nearly all actives have a fitted effect of over 50% in size; many of its hits are not listed in these tables
Tau fluor cs: counter-screen for tau fibril formation inhibitors; tau K18 P301L Alexa594 fluorescence, heparin fibrillization; Potency, µM (doses to about 57.7 µM), for the others: at the highest dose activity change, negative = decrease; actives 0.93% (n = 280,000); note: potency is the fitted concentration of half-maximal effect; % is set by controls: 0 for no effect and ±100 for the full control effect; nearly all actives have a fitted effect of over 55% in size
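Human tau K18 P301L (15 uM unlabeled, 0.24 uM Alexa 594-labeled) in 100 mM sodium acetate pH 7 with 20 uM heparin, 6 hr at 37 C. ThT 30 uM added, 1 hr ambient; Alexa 594 FP and total fluorescence read at 555/632 nm.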
TRb SRC2 PPI: TRbeta-SRC2 interaction inhibition; P10828; TRbeta-SRC2 peptide binding, fluorescence polarization; receptor liganded with 1 µM T3; Potency, µM (top dose mostly 106 µM), without a hit: top-dose activity change, negative = inhibition, hits mostly inhibitors; actives 0.065% (n = 280,000);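 note: potency is the fitted concentration of half-maximal effect; plate controls were bound peptide for no effect and peptide without receptor for full effect; nearly all actives have a fitted effect of over 50% in size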
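Fluorescence polarization of 20 nM Texas Red SRC2 peptide (20-aa NR interaction domain) bound to 0.6 uM human TRb ligand-binding domain, with 1 uM T3, after 5 hr at ambient temperature; inhibition seen as decreased polarization.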
CBFb RUNX1 block: inhibitors of human CBF-beta and RUNX1 interaction; Q01196+Q13951; AlphaScreen CBFb-His/RUNX1-biotin binding, biochemical; Potency, µM (titrated, usually from 59.8 µM), for the others: top-dose activity, negative = inhibition, usual class: inhibitors; 230,000 tested, under 10 active; AID 1477; note: % of control where 0% means no effect
Target sequence (Q01196 whole entry, looked up): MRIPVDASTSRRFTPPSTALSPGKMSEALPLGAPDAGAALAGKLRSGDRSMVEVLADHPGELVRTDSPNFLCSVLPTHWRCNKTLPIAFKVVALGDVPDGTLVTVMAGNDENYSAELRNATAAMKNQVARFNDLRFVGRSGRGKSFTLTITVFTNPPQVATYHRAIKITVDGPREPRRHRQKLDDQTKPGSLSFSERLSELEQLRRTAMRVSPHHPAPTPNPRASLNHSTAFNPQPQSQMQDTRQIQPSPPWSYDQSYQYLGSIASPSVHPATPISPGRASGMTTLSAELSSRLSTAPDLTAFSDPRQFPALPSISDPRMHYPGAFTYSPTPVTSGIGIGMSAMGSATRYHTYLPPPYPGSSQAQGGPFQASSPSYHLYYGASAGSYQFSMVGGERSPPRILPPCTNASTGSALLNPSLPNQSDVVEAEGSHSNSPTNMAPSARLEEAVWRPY
Target sequence (Q13951 whole entry, looked up): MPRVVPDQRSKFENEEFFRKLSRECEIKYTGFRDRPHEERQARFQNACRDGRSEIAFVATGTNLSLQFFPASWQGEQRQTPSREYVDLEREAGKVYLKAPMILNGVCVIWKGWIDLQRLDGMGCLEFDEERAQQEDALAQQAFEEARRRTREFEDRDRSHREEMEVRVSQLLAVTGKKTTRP
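Room-temperature protein-protein interaction test with 30 nM each of His-tagged CBF-beta and biotinylated RUNX1, 15 min with compound, then 90 min with nickel plus streptavidin beads. Signal read in AlphaScreen mode.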
aGal spleen mod: inhibitors or activators of human alpha-galactosidase in spleen homogenate; P06280; human spleen homogenate, 4MU-alpha-Gal fluorescence, 40 min; Potency, µM (highest dose often 80 µM), for the others: top-dose activity change, negative = inhibition, actives largely listed as inhibitors; actives 0.008% (n = 240,000); AID 2107;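 note: potency is the fitted concentration of half-maximal effect; 0% = enzyme with vehicle and -100% = no enzyme basal signal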
Target sequence (P06280 32-429 limits assumed): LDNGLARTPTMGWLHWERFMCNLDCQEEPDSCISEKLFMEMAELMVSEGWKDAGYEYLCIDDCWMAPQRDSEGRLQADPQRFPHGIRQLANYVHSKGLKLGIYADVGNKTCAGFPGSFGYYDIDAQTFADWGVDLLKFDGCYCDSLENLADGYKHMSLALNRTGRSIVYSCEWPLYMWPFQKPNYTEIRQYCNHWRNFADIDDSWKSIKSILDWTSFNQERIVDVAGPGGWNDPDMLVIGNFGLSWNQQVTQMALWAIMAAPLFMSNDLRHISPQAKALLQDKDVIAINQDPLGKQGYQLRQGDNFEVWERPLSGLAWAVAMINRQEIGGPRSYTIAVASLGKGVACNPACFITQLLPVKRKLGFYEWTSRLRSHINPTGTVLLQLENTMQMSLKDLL
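Human spleen homogenate (1 ug) as enzyme source, 4-methylumbelliferyl-alpha-D-galactopyranoside 1 mM final, citrate/phosphate pH 5.0 with 0.01% Tween-20. Compounds 40 min at 37C, NaOH/glycine stop; fluorescence Ex 365/Em 440, Hill-fit AC50.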
Epigenetic reg: epigenetic control regulation, reporter derepression; murine LDR cells, GFP reporter derepression, 30 h; Potency, µM (titrated, usually from 53.9 µM), inactives show top-dose GFP activation, most hits filed as activators; actives 0.2% (n = 280,000); AID 1865; note: potency is the fitted concentration of half-maximal effect; % of control where 0% means no effect; nearly all actives have a fitted effect of over 60% in size
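GFP-positive cell count by laser-scanning cytometry (objects 20–120 um) after 30 h, 37 C compound exposure of murine LDR cells; reporter is CMV-GFP integrated at a silenced locus, inducible by HDAC or DNMT inhibitors.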
Tau fibril FP: inhibitors of human tau fibril formation. P10636. K18 P301L tau heparin fibrillization, Alexa594 FP, 6 h. Potency, µM (series often up to 57.7 µM), for inactives: at the highest dose activity, negative = inhibition, hits mostly inhibitors. actives 0.39% (n = 280,000). AID 1468; note: potency is the fitted concentration of half-maximal effect; % is set by controls: 0 for no effect and ±100 for the full control effect; nearly all actives have a fitted effect of over 55% in size
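Compound effects on tau fibrillization are measured by Alexa 594 fluorescence polarization (ex 555, em 632 nm). K18 P301L tau is used at 15 uM with 0.24 uM labeled tracer, and 20 uM heparin induces aggregation over 6 hr at 37 C.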
Active calls of the source: *; ? = inconclusive; / = no result given; [ ] = another dose, or the depositor's remark. Unless noted, calls come from the whole dose curve; as a rule, active = well fitted curve in the direction sought with a large enough effect; inconclusive = small, poorly fitted or top-dose-only effect, or another doubt; inactive = no such curve, though single readings can be large; an effect the other way counts as inactive or inconclusive.

SMILES	TR SRC2 fluor cs	NPSR antag	Tau fluor cs	TRb SRC2 PPI	CBFb RUNX1 block	aGal spleen mod	Epigenetic reg	Tau fibril FP
Cc1ccc(OCC(=O)Nc2cccc(C(=O)OCc3cc(=O)n4nc(C)sc4n3)c2)cc1	-2%	/	-13%	5%	/	/	-1.5%	-1%
O=C(CCc1ccccc1)NNc1ccc(F)cc1	-2%	4%	-9%	-6%	28%	-2%	1.1%	-4%
COc1ccc(OC)c(NC(=O)N2CCC(CN3CCCCC3)CC2)c1	0%	/	-10%	3%	/	/	1.1%	-3%
CCOC(=O)c1c(NC(=O)c2ccoc2C)sc(C(=O)N(C)C)c1C	2%	-26%[46.1 µM]	-6%	-14%	-5%	-4%	0.7%	-11%
COc1ccc(-c2nnc(SCC(=O)NCCc3ccccc3)o2)cc1	1%	3%[46.1 µM]	2%	-1%	10%	1%	-1.1%	5%
C=CCOc1c(Cl)cc(C2NC(=O)NC(C)=C2C(=O)OC)cc1Cl (stereo unspecified)	-3%	-12%[46.1 µM]	-12%	2%	4%	1%	-1.1%	-3%
CSc1ccccc1C(=O)Nc1cccc(N(C)S(C)(=O)=O)c1	-7%	6%[46.1 µM]	6%	0%	3%	2%	1.1%	2%
OCCNc1nc(-c2ccccc2)nc2c1oc1ccccc12	-2%	-3%	-21%	-2%	5%	11%	-0.5%	?
ClC/C=C/CCl	-2%	/	/	5%	-7%[21.7 µM]	6%	/	/
Cc1ccc(NC(=O)CSc2nc3ccc(Br)cc3[nH]2)c(C)c1	-3%	/	?	-3%	/	/	0.4%	22µM*
CCOc1ccc(-c2nc(SCC(=O)Nc3ccc(C)c(C)c3)n3[nH]c(=O)cc3n2)cc1	-1%	/	1%	-6%	/	/	-4.3%	1%
CCc1nn(CC(=O)NCc2ccccc2)c(=O)c2cccn12	-3%	/	?	4%	/	/	-3.0%	?
CCCc1cc(=O)n2[nH]c(C)nc2n1	0%	-8%[46.1 µM]	0%	-10%	7%	-2%	-1.0%	?
Cc1ccc(S(=O)(=O)NC(C(=O)Oc2cc3oc(=O)cc(C)c3cc2Cl)C(C)C)cc1 (stereo unspecified)	-2%	-10%[46.1 µM]	-11%	7%	-5%	?	5.3%	8%
CC(C)(C)CC(=O)NC(=S)NCc1ccco1	-1%	-5%	-6%	0%	5%	9%	-0.7%	-3%
CCN1CCN(C(=O)NC(C(=O)NC2C(=O)N3C2SC(C)(C)C3C(=O)O)c2ccccc2)C(=O)C1=O (stereo unspecified)	-1%	/	0%	1%	12%	3%	-0.3%	-2%
O=C(Cc1ccccc1)NC(=S)Nc1ccc2oc(-c3ccccc3F)nc2c1	0%	-6%[46.1 µM]	-21%	6%	7%	-21%	-1.1%	-17%
O=C(COC(=O)c1cc(S(=O)(=O)N2CCOCC2)ccc1Cl)Nc1ccc2c(c1)OCO2	1%	-10%[46.1 µM]	-20%	-5%	1%	6%	0.0%	5%
Cc1ccc(Nc2nc(NCc3ccco3)c3ccccc3n2)cc1	-2%	-48%	?	-3%	-4%	7%	-1.1%	-12%
CC(=O)c1cc(NC(=O)c2ccc([N+](=O)[O-])cc2)c(=O)oc1C	1%	-7%	-16%	3%	6%	-1%	-2.0%	?
Cc1ccc(-n2ncc(C(=O)NCCN3CCc4ccccc4C3)c2C2CCN(C(=O)OC(C)(C)C)CC2)c(C)c1	-3%	/	-14%	4%	/	/	-1.3%	-1%
Cc1nnc2sc(SCC(=O)Nc3nccs3)nn2c1=O	-2%[53 µM]	-30%	-7%	-6%[53 µM]	-23%	-3%	-0.3%	?
O=C(CSc1nc2ccccc2n1-c1ccccc1)NCC1CCCO1 (stereo unspecified)	3%	-16%[46.1 µM]	-11%	6%	-2%	-6%	12%	4%
O=c1ccc(-c2nc3cc(Cl)ccc3n2Cc2ccccc2)c[nH]1	-2%	-23%	-6%	-7%	16%	-2%	3.5%	4%
NS(=O)(=O)c1ccc(NC(=S)Nc2cc(Cl)c(Cl)cc2Cl)cc1	-1%	-2%	-7%	-3%	-3%	-2%	0.1%	-7%

Remaining list, next part
SMILES	TR SRC2 fluor cs	NPSR antag	Tau fluor cs	TRb SRC2 PPI	CBFb RUNX1 block	aGal spleen mod	Epigenetic reg	Tau fibril FP
CC(C)=CC(=O)OCC(=O)NC1CCCc2ccccc21 (stereo unspecified)	-4%	3%	0%	-5%	4%	5%	-0.1%	1%
CC(=O)C1(C)CC2=C(CCCC2(C)C)CC1C (stereo unspecified)	-3%	/	/	-2%	-3%[21.7 µM]	-5%	/	/
Cc1onc(-c2ccccc2)c1C(=O)NCCc1ccc(S(N)(=O)=O)cc1	2%	-4%[46.1 µM]	-4%	-8%	-1%	13%	-1.0%	4%
Cc1cccc(CS(=O)(=O)Cc2ccc(C(=O)NCc3cccnc3)o2)c1	3%	-2%[46.1 µM]	5%	-19%	-7%	-3%	-0.8%	2%
Cc1ccc(NC(=O)C(=O)c2cn(CC(=O)N3CCCCC3)c3ccccc23)cc1	-8%	-17%[46.1 µM]	-19%	1%	-6%	0%	0.0%	0%
Cc1ccc(C)c(CN2C(=O)C3CCCN3c3ccc(C#N)cc32)c1 (stereo unspecified)	6%	?	-4%	9%	-4%	-1%	0.0%	2%
CCOC(=O)c1cc(OC(=O)c2cccc(C)c2)n(-c2ccccc2)n1	4%	/	-10%	5%	/	/	-1.0%	-6%
CC(Cl)C(=O)Nc1ccccc1C#N (stereo unspecified)	0%	5%	1%	-10%	4%	-2%	0.1%	-6%
COc1ccc(S(=O)(=O)NCc2ccc(C(=O)NCc3cccnc3)cc2)cc1	1%	0%	3%	-1%	3%	-4%	-2.5%	5%
COc1ccc(NC(C)=O)cc1NC(C)C(=O)Nc1cc(C(F)(F)F)ccc1N1CCOCC1 (stereo unspecified)	-5%	2%	-12%	-2%	-1%	-4%	-1.1%	10%
c1ccc(-c2cc3c(NCC4COc5ccccc5O4)ncnc3s2)cc1 (stereo unspecified)	-2%[53 µM]	?	?	3%[53 µM]	28%	7%	0.0%	?
CC(C)(C)N(Cc1cc2ccccc2[nH]c1=O)C(=O)c1cccc([N+](=O)[O-])c1	-2%	-6%	-7%	-3%	8%	-2%	3.4%	0%
COc1ccc(NC(=O)C(C)SCc2ccccc2)cc1 (stereo unspecified)	-2%	12%	3%	-8%	3%	-2%	-4.7%	11%
COc1ccc(Cl)cc1NC(=O)CNc1ccccc1F	-4%	-11%[46.1 µM]	-28%	1%	2%	0%	-1.8%	-5%
CCN1CC2=C(OC(N)=C(C#N)C2c2ccccc2)/C(=C\c2ccccc2)C1 (stereo unspecified)	45µM*[fluorescent]	-23%[46.1 µM]	-13%	45µM*	-10%	-16%	-1.1%	-8%
Cc1cc(C)cc(-n2c(SCC(N)=O)nc3c([nH]c4ccccc43)c2=O)c1	0%	/	-11%	6%	/	/	0.0%	-2%
C[C@H]1Cc2c(COc3ccccc3)nc3c(c2CO1)CN(S(=O)(=O)c1ccc2c(c1)OCCN2C)CC3	-1%[11.2 µM]	/	-3%[11.6 µM]	8%[11.2 µM]	-11%[13.1 µM]	-10%[17.5 µM]	/	10%[11.6 µM]
N#Cc1ccccc1NC(=O)Nc1ccc(Cl)cc1	-4%	0%[46.1 µM]	-2%	2%	2%	?	2.3%	-10%
O=C(Nc1ccccc1Cl)O/N=C(/c1ccccc1)c1ccccn1	-1%	0%[46.1 µM]	1%	1%	?	20%	1.7%	-6%
COC(=O)c1cc([N+](=O)[O-])c(-n2ccnc2)c([N+](=O)[O-])c1	-4%	-31%	?	11%	-5%	-13%	-1.8%	-4%
Cc1nc(-c2ccc(Cl)cc2)sc1C(=O)NNC(=O)C(C)C	2%	9%	10%	0%	7%	-6%	1.0%	-2%
COc1ccc(N2CCN(C(=O)c3cc4c(=O)n(Cc5cccnc5)ccc4nc3C)CC2)cc1	-1%	/	-16%	5%	/	/	2.3%	-11%
CCc1ccc(NC(=O)Cc2ccc(-n3cccc3)cc2)cc1	1%	2%	-4%	2%	-7%	4%	-1.8%	-9%
O=C(NC1CCS(=O)(=O)C1)C1CCCN(S(=O)(=O)c2ccc(Cl)cc2)C1 (stereo unspecified)	-4%	19%	-4%	-2%	-2%	-7%	0.0%	-7%
Cc1ccc(N(CC(O)CN2CCCC2)S(=O)(=O)c2ccc(C)cc2)cc1 (stereo unspecified)	-1%	-17%[46.1 µM]	3%	-13%	-4%	11%	0.0%	1%

Entries of single compounds, looked up by structure.
Listed for COc1ccc(-c2nnc(SCC(=O)NCCc3ccccc3)o2)cc1 → TR SRC2 fluor cs: 1%; NPSR antag: 3%[46.1 µM]; Tau fluor cs: 2%; TRb SRC2 PPI: -1%; CBFb RUNX1 block: 10%; aGal spleen mod: 1%; Epigenetic reg: -1.1%; Tau fibril FP: 5%
Listed for O=C(Cc1ccccc1)NC(=S)Nc1ccc2oc(-c3ccccc3F)nc2c1 → TR SRC2 fluor cs: 0%; NPSR antag: -6%[46.1 µM]; Tau fluor cs: -21%; TRb SRC2 PPI: 6%; CBFb RUNX1 block: 7%; aGal spleen mod: -21%; Epigenetic reg: -1.1%; Tau fibril FP: -17%

Next records:
SMILES	TR SRC2 fluor cs	NPSR antag	Tau fluor cs	TRb SRC2 PPI	CBFb RUNX1 block	aGal spleen mod	Epigenetic reg	Tau fibril FP
CCOC(=O)c1[nH]c(C)c(C(=O)OCCN2C(=O)c3ccccc3C2=O)c1C	-5%	11%[46.1 µM]	0%	3%	-7%	-9%	0.7%	-8%
COc1cc(/C=N/n2c(-c3cc(C)[nH]n3)n[nH]c2=S)cc(OC)c1O	-1%	-19%	-11%	-1%	20%	1%	0.0%	-3%
CCC(C)NC(=O)c1nn(C)c(=O)c2ccccc12 (stereo unspecified)	1%	6%	4%	5%	13%	4%	-1.4%	7%
O=C(Nc1ccc2nsnc2c1)C1CC1	1%	-5%	-11%	5%	28%	1%	2.0%	-5%
NC(=O)CSc1nnc(-c2ccc(S(=O)(=O)N3CCOCC3)cc2)n1CC1CCCO1 (stereo unspecified)	4%	-4%[46.1 µM]	2%	0%	8%	11%	1.8%	7%
CCOC(=O)C1CCN(C(=O)c2sc3ncnc(N4CCC(C)CC4)c3c2C)CC1	-5%	-6%[46.1 µM]	-2%	-2%	3%	3%	-1.0%	-2%

A portion of the library; the hit share may differ from the screen's.
